Screens deposited in PubChem by National Center for Advancing Translational Sciences (NCATS).
Pf growth 48h: P. falciparum growth inhibition at 48 hours (one generation); Potency, µM (titrated, usually from 28.7 µM), for the others: top-dose activity change, negative = inhibition, usual class: inhibitors; P. falciparum luciferase growth in erythrocytes, 48 h; AID 504832; 310,000 tested, 5.9% active; also: potency is read from the fitted curve at half-maximal effect; % is scaled to controls: 0 for no effect and ±100 for the full control effect
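Firefly luciferase activity from engineered P. falciparum reports growth; inhibitors lower the luminescent signal. Cultures contained 2% hematocrit erythrocytes at 0.1% final parasitemia.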
Giardia FBPA inh: Giardia lamblia aldolase inhibition; A8B2U2; AID 2451; Potency, µM (titrated, usually from 59.6 µM), inactives show at the top dose activity, negative = inhibition, usual class: inhibitors; 290,000 tested, 0.71% active; purified Giardia FBPA; also: potency is read from the fitted curve at half-maximal effect; % is scaled to controls: 0 for no effect and ±100 for the full control effect; nearly all actives have a fitted effect of over 55% in size
Target sequence (A8B2U2 whole entry, looked up): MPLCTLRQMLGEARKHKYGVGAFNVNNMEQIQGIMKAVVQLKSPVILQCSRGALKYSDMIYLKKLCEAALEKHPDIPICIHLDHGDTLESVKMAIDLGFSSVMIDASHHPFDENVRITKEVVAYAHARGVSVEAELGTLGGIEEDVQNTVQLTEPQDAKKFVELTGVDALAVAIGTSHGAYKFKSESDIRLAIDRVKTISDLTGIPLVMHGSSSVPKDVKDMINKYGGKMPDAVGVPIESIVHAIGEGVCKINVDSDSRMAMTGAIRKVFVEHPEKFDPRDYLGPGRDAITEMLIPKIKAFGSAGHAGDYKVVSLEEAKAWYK
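40 nM FBPA preincubated 10 min at RT with compound (up to 57.5 uM final), then substrate plus GAPDH/TPI/NAD/arsenate coupling and diaphorase/resazurin added. Fluorescence read after 20 min at RT, 525/598 nm.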
CHX counter: counter-screen for Shiga toxin inhibitors: cycloheximide protein synthesis inhibition; cell reporter, cycloheximide protein synthesis inhibition counterscreen; max response, %; 300,000 tested, 12% active; AID 2314; in the data active = max response mostly above about 13%, no sharp cut-off; inactive = mostly below about 14%; also: read at 38.3 µM for the half of the compounds with a filed dose; 0% is about no effect
Shiga inhibitor: blocks Shiga toxin action in Vero cells; Vero cells, Shiga toxin protein synthesis inhibition reporter; inhibition, % at 38.7 µM; 290,000 tested, 9.2% active; AID 2315; in the data active = inhibition mostly above about 28%, no sharp cut-off; inactive = mostly below about 43%; also: 0% is about no effect
Pf growth 96h: inhibits malaria parasite growth, 96 h | P. falciparum luciferase reporter growth, 96 h | Potency, µM (highest dose often 28.7 µM), for the others: top-dose activity change, negative = inhibition, most hits filed as inhibitors | 320,000 tested, 6.9% active | AID 504834; also: potency is read from the fitted curve at half-maximal effect; % is scaled to controls: 0 for no effect and ±100 for the full control effect
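Readout is luminescence from an integrated firefly luciferase in P. falciparum. Red cells, 2% hematocrit and 0.05% parasitemia final, were cultured with compound through two parasite generations (96 hours) at 37 C, 5% CO2.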
Sm TGR block: S. mansoni TGR enzyme inhibition | Q962Y6 | purified TGR, DTNB reduction, TNB absorbance 405 nm | Potency, µM (highest dose often 114 µM), for inactives: at the top dose activity change, negative = inhibition, usual class: inhibitors | 360,000 tested, 3% active; also: potency is read from the fitted curve at half-maximal effect; % is scaled to controls: 0 for no effect and ±100 for the full control effect; nearly all actives have a fitted effect of over 60% in size
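TGR 20 nM + NADPH 100 uM (dispensed conc.), cpd preinc 15 min RT; start with NADPH (500 uM addition) then DTNB (15 mM addition). Kinetic TNB absorbance, 405 nm filter. Four-parameter Hill fit across titration.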
The depositor's hits bear a star; u = inconclusive; x = no result given; & = joins results of further samples; [ ] = remark or other dose. Unless noted, calls follow the shape of the dose curve; as a rule, active = well fitted curve in the direction sought with a large enough effect; inconclusive = small, poorly fitted or top-dose-only effect, or another doubt; inactive = no such curve, though single readings can be large; an effect the other way counts as inactive or inconclusive.

Values run as follows: Pf growth 48h	Giardia FBPA inh	CHX counter	Shiga inhibitor	Pf growth 96h	Sm TGR block
Nc1ccc(C(=O)Nc2ccc(Nc3ccncc3)cc2)cc1
 : u	-4%	-4	-5	u	0%
O=S(=O)(NC(=S)NC1CCCCC1)c1ccc(Br)cc1
 : 1%	22%	-2	14	30%	22µM*
CC1CCCCC1NC(=O)CN1CCC(NC(=O)c2cccc(F)c2)CC1 (configuration not stated)
 : -9%	-5%	3	-13	31%[activator]	5%
C=CCN(C(C(=O)OC)C(C)C)S(=O)(=O)CCl (configuration not stated)
 : x	-5%	13	0	x	x
Cc1oc(C(C)(C)C)cc1C(=O)NC1CCN(Cc2ccccc2)CC1
 : 2%	11%	2	-8	3%	-25%
CCOC(=O)CSc1nnc(Cn2nnc(-c3ccccc3)n2)n1CC
 : 14%	9%	-4	-3	2%	-10%
COc1cc(OC)cc(-c2nnc(N(C)C(=O)c3ccncc3)s2)c1
 : 20%	-1%	-3	-6	u	2%
N#Cc1ccccc1OCC(=O)NCCNC(=O)COc1ccccc1C#N
 : u	x	x	x	u	-5%
CCCC(=O)Nc1sc(C(=O)Nc2cccc(N)c2)c(C)c1C(=O)OC
 : 59%[activator]	-5%	51*	59*	13%	-1%
Cc1cc(/C=N\NC(=O)CC(=O)NC2CCCCC2)c(C)n1-c1cccc(Cl)c1Cl
 : -6%	9%	7	22	8.3µM*	-1%
Cc1nn(Cc2cccc(C(=O)N3CCCC(C)C3)c2)c(C)c1[N+](=O)[O-] (configuration not stated)
 : -3%	6%	-5	9	-20%	-2%
COc1ccc2nc(SCC(=O)NC3CCCC3)c(C)cc2c1
 : 1%	14%	-4	-5	33%	5%
O=C1c2cccc3cccc(c23)C(=O)N1CCCc1n[nH]c(=S)n1-c1ccccc1
 : -11%	7%	-3	-3	20%	x
CCC(C(=O)NC(C)(C)C)N(Cc1ccc(F)cc1)C(=O)c1snc(C(N)=O)c1N (configuration not stated)
 : -5%	0%	6	x	-4%	-7%
COc1cc(S(=O)(=O)NCC2COCCO2)ccc1-n1cnnn1 (configuration not stated)
 : -17%	0%	4	-20	12µM*	9%
O=C(CN1CCN(C(=O)C2CC2)CC1)Nc1ccc(Cl)cc1F
 : u	x	x	x	0%	-1%
COc1ccccc1NC(=O)C1CCN(c2ncnc3c2nc2n3CCCCC2)CC1
 : u	4%	15	22	10µM*	-1%&1%
CC(C)C1N=C2c3ccccc3N=C(SCC#N)N2C1=O (configuration not stated)
 : -25%	6%	-2	31	u	10%
Cc1ccc(NCc2ccccc2O)c(C)c1
 : -21%	-5%	20*	48*	-1%	6%
N=c1sccn1Cc1ccccc1F
 : -4%[0.00184 µM]	-4%	-6	-11	13%	0%

In the list so far, these contain an aryl thioether with sulfur outside any ring.
Values run as follows: Pf growth 48h	Giardia FBPA inh	CHX counter	Shiga inhibitor	Pf growth 96h	Sm TGR block
CCOC(=O)CSc1nnc(Cn2nnc(-c3ccccc3)n2)n1CC
 : 14%	9%	-4	-3	2%	-10%
COc1ccc2nc(SCC(=O)NC3CCCC3)c(C)cc2c1
 : 1%	14%	-4	-5	33%	5%

Remaining list, next part
Values run as follows: Pf growth 48h	Giardia FBPA inh	CHX counter	Shiga inhibitor	Pf growth 96h	Sm TGR block
O=C(NCC(O)c1ccccc1)Nc1cccs1 (configuration not stated)
 : 38%[activator]	7%	24*	70	56%[activator]	-13%
COc1cc(C(=O)Nc2ccc3nc4n(c(=O)c3c2)CCCCC4)cc(OC)c1OC
 : -8%	x	14	28	2.6µM*	-13%&-4%
CC(C)c1nc(SCC(=O)NC2CCCC2)c2ccccc2n1
 : 4%	14%	-4	-5	6%	-1%
Cc1c2ccccc2nc2c(F)c(NCCO)c(F)c(F)c12
 : 11%	u	5	24	10%	-29%
CCCCCc1c(C)nc(SCC(=O)O)[nH]c1=O
 : -4%	10%	-1	-4	u	-5%
CC(=O)N1CCOc2ccc(S(=O)(=O)NCCc3cccc(C)c3)cc21
 : 21%	15%	16	17	10µM*	-15%
COc1ccc(CCNC2CC(=O)N(C3CCCCC3)C2=O)cc1OC (configuration not stated)
 : 24%	2%	6	14	11%	-25%
Cc1nc2c(C#N)c(-c3ccc(Cl)cc3)ccn2n1
 : 16%	0%	-3	-6	0%	6%
Cc1ccc(SCCC(=O)N(C)CC(=O)Nc2c(C)cccc2C)cc1
 : -20%	x	3	-11	u	-2%
O=c1ccsn1Cc1ccccc1
 : -25%	-6%	-2	-9	-1%	-25%
CCOC(=O)C1=C(C)N=c2s/c(=C/c3ccccc3)c(=O)n2C1c1ccc(OC)c(OC)c1 (configuration not stated)
 : u	1%	-4	-9	u	12%
NC(=O)C1CCN(C(=O)c2ccc3c(=O)n(Cc4cccc(Br)c4)c(=S)[nH]c3c2)CC1
 : u	u	-4	1	18%	6%
COc1ccc(OCC(=O)N2CCCC(CO)(CCOc3ccccc3)C2)cc1 (configuration not stated)
 : u	x	0	-6	19%	2%
O=[N+]([O-])c1cccc(-c2ccc(/C=N/Nc3nc(N4CCCCC4)nc(N4CCCCC4)n3)o2)c1
 : 2.3µM*	-1%	6	-13	11%	0%
Cc1ccc(NC(=O)CSc2ncccn2)cc1S(=O)(=O)N1CCCCC1
 : 0%	x	x	x	u	4%
COc1ccc2c(c1)c(C(=O)N/N=C/c1cccc(Br)c1)c(C)n2C
 : u	20µM*	2	10	u	-1%
N#Cc1nc(Cc2ccccc2)oc1N1CCN(c2cccc(Cl)c2)CC1
 : -17%	6%	-3	-6	18%	11%
COC(=O)C1C(O)=C(C=NCC(C)N=CC2=C(O)C(C(=O)OC)C(C)(C)CC2=O)C(=O)CC1(C)C (configuration not stated)
 : -3%	-3%	-1	-4	-11%	0%
CCO[C@H]1OC(C(=O)N2CCN(Cc3ccccc3)CC2)=C[C@@H](c2coc3ccccc3c2=O)[C@@H]1CCCO
 : u	4%	-1	-18	u	-23%
O=C1CCCc2c1[nH]c1ccc(CN3CCCCC3)cc21
 : x	0%	-2	-43	x	-2%[11.4 µM]
CCCCn1c(SC(C)C(=O)c2ccc(OC)cc2)nc2cc(S(N)(=O)=O)ccc21 (configuration not stated)
 : 4%	x	-2	-8	u	3%
Cc1nc2scc(-c3ccc(C(C)(C)C)cc3)c2c(=O)n1N
 : 17%	-11%	1	-19	-8%	-3%
O=C(CN1C(=O)NC2(CCCC2)C1=O)N1CCN(S(=O)(=O)c2ccc(Cl)cc2)CC1
 : -38%[1.15 µM]	2%	-7	22	-12%	3%
Cc1cc(=O)[nH]c(N/N=C/c2ccc(Br)s2)n1
 : 9%	-1%	27*	29	u	0%
CCOCCCn1c(=NC(=O)c2cccs2)c(C#N)cc2c(=O)n3cccc(C)c3nc21
 : 1.9µM*	-1%	-3	-6	-7%	-30%
COc1ccccc1OCCNC(=O)c1ccc(C)c(S(=O)(=O)N2CCOCC2)c1
 : u	x	x	x	u	5%
COc1cc2cc(CN(CCc3cccc(C)c3)C(=S)NCCCN3CCOCC3)c(=O)[nH]c2cc1OC
 : u	2%	5	-17	3%	-4%
Cc1ccc(Cn2c(Cc3ccccc3)nc3ccccc32)cc1
 : 0%	16%	-4	-24	32%[activator]	2%&-20%
O=C(COC(=O)CCCSc1nc2ccccc2[nH]1)Nc1ccc(Oc2ccccc2)cc1
 : 4%	1%	10	-4	4%	0%
COc1ccc(OCC(=O)Nc2ccc3c(c2)CCC3)cc1
 : 26%	x	x	x	-9%	0%
COc1cc2c3nnc(-c4ccccc4)c-3cn(Cc3ccc(F)cc3)c2cc1OC
 : -37%[1.15 µM]	-1%	-7	-7	u	6%
Cn1ccnc1SCC(=O)Nc1nc2ccccc2s1
 : 48%[activator]	6%	34*	72*	178%[activator]	x
O=C(NC(=S)NC(=O)c1ccccc1F)c1ccccc1F
 : 45%[activator]	u	40*	73*	3%	2.8µM*
O=C(/C=C/c1ccccc1)N1CCC(c2ccccc2)C1 (configuration not stated)
 : 173%[activator]	-1%	59*	74*	-26%	-10%
CCOC(=O)c1sc(NC(=O)COC(=O)c2ccco2)nc1C
 : 24%	2%	14	28	-5%	-6%
CC(=O)Nc1sc(C)c(C)c1C(=O)OCC(=O)NC(C)c1ccccc1 (configuration not stated)
 : u	x	x	x	u	2%
O=C(NN1CCOCC1)c1cc(-c2ccc(Br)cc2)nc2ccccc12
 : 11%	-4%	-3	13	35%	-13%
O=C(O)c1ccc(NS(=O)(=O)c2ccc3c(c2)C(=O)c2ccccc2C3=O)cc1
 : u	-11%	1	-7	u	-6%
CCOC(=O)Cn1c(=O)c2c(nc3n2CCN3c2ccc(C)cc2)n(C)c1=O
 : 6%	-1%	0	-16	4%[5.75 µM]	1%
CCn1nnc(NC(=O)c2ccc(C(C)(C)C)cc2)n1
 : 2.9µM*	3%	36*	36	10%[5.75 µM]	0%

Only Pf growth 96h and Giardia FBPA inh, for 2 of the compounds above:
SMILES	Pf growth 96h	Giardia FBPA inh
CCCCn1c(SC(C)C(=O)c2ccc(OC)cc2)nc2cc(S(N)(=O)=O)ccc21 (configuration not stated)	u	x
Cc1nc2scc(-c3ccc(C(C)(C)C)cc3)c2c(=O)n1N	-8%	-11%

Carrying on:
Values run as follows: Pf growth 48h	Giardia FBPA inh	CHX counter	Shiga inhibitor	Pf growth 96h	Sm TGR block
COc1ccccc1N1C(=O)C2C(c3ccc(F)cc3)NN(C(=O)c3ccc(C)cc3)C2C1=O (configuration not stated)
 : -9%	-1%	12	7	-16%	-7%
CCN(Cc1ccccc1)C(=O)c1ccc(C(=O)N(CC)Cc2ccccc2)cc1
 : 7%	8%	-2	-12	u	-20%
CN(CC(=O)Nc1ccc(F)cc1)C(=O)C1CC(=O)N(Cc2ccccc2)C1 (configuration not stated)
 : 0%	-1%	-3	-6	26%	10%
COc1ccc(-n2nc(C(=O)NCC(=O)N3CCCCCC3)c3ccccc3c2=O)cc1Cl
 : u	8%	1	-10	2.3µM*	-4%
O=c1[nH]c(=O)c2ncc(-c3ccc(Cl)cc3)nc2[nH]1
 : 9%[5.75 µM]	1%	-4	2	5%[5.75 µM]	3%
O=C1CCN(Cc2nnnn2CC2CCCO2)c2ccccc2N1 (configuration not stated)
 : 20%	9%	-3	51	15µM*	-10%
CC(NC(=O)CCNS(=O)(=O)c1cccc2nsnc12)c1ccccc1 (configuration not stated)
 : 7%	-1%	-3	24	2.9µM*	-4%&4%
Cc1cc(Oc2ccc(C)c(Cl)c2)nc(SCC(=O)c2ccccc2)n1
 : -7%	0%	-2	-12	8%	4%
CS/C(=N\N(C)C(N)=O)c1ccccc1
 : 5%	7%	-3	8	5%	1%
CCCn1c(N)c(C(=O)CSc2nnnn2-c2ccc(O)cc2)c(=O)n(C)c1=O
 : x	6%	-1	-14	u	0%
COC(=O)CC1C(=O)NCCN1C(=S)Nc1ccc(F)cc1 (configuration not stated)
 : 24%	2%	-3	-3	3.7µM*	17%
O=C(Nc1cccc(-c2cn3cccnc3n2)c1)c1ccc(Br)o1
 : -28%	1%	2	-5	6%	-11%
c1ccc(-c2ccccc2OCCCN2CCCCCC2)cc1
 : u	u	-3	-12	-25%	0%
O=C(Cn1cc(S(=O)(=O)Cc2cccc([N+](=O)[O-])c2)c2ccccc21)N1CCOCC1
 : u	x	-2	-2	1%	-3%
Cc1cc(C)nc(SCc2nnc(SCC(=O)NCc3ccco3)n2-c2ccccc2)n1
 : -14%	8%	-2	-1	u	0%
CC(NC(=O)COC(=O)c1ccc2c(c1)OCO2)c1ccccc1 (configuration not stated)
 : 14%	-2%	8	17	6%	3%
COC(=O)c1cc(S(=O)(=O)NCC2CCN(Cc3cccc(F)c3)CC2)c[nH]1
 : 12%	x	7	4	u	-6%&-1%
